Source: PubChem (Broad Institute)
BL2 CD40 inh: CD40 pathway inhibition in BL2 cells; BL2 NF-kB luciferase reporter, CD40L-induced, 4 h; inhibition, % at 10 µM; 83,000 compounds, 0.94% hits; AID 1053188;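 active = mean inhibition of at least 50% with a set share of replicates also reaching that level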;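 note: 0% = neutral control wells and 100% = IKK inhibitor VII at 50 µM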
* hit, by the source's call; [ ] = dose if it differs, or a comment. A portion of the library; the hit share may differ from the screen's.

Start of the data: the first five entries (preview)
SMILES	BL2 CD40 inh
N#C[C@H]1[C@H](c2ccc(C#Cc3cccc(F)c3)cc2)[C@@H](CO)N1C(=O)C1CCCC1	42
O=C(c1cccc(S(=O)(=O)N2CCc3ccccc32)c1)N1CCN(c2ccccc2)CC1	13
O=C1CC(c2ccccc2Cl)Cc2c1cnn2-c1nc2ccccc2s1 (stereo not drawn)	6
CC(C)CN(C(=O)COC(=O)c1cc2c(s1)CCC2)C1CCS(=O)(=O)C1 (stereo not drawn)	4
CN(c1cccc(NC(=O)COc2ccccc2)c1)S(C)(=O)=O	-42

Results, from the first entry:
SMILES	BL2 CD40 inh
N#C[C@H]1[C@H](c2ccc(C#Cc3cccc(F)c3)cc2)[C@@H](CO)N1C(=O)C1CCCC1	42
O=C(c1cccc(S(=O)(=O)N2CCc3ccccc32)c1)N1CCN(c2ccccc2)CC1	13
O=C1CC(c2ccccc2Cl)Cc2c1cnn2-c1nc2ccccc2s1 (stereo not drawn)	6
CC(C)CN(C(=O)COC(=O)c1cc2c(s1)CCC2)C1CCS(=O)(=O)C1 (stereo not drawn)	4
CN(c1cccc(NC(=O)COc2ccccc2)c1)S(C)(=O)=O	-42
Cc1csc(SCC(=O)N(C)C2CCS(=O)(=O)C2)n1 (stereo not drawn)	6
NC(=O)c1ccsc1NC(=O)COC(=O)C1=NNC(=O)CC1	-1
CO[C@H]1CN(C)C(=O)c2cc(NC(=O)Nc3cc(F)ccc3F)ccc2OC[C@H](C)NC[C@H]1C	6[25 µM]
COc1ccc(CNC(=O)c2cccc(S(=O)(=O)N3CCN(C)CC3)c2)cc1	5
C[C@@H](O)C#Cc1ccc([C@H]2[C@H]3CN(C(=O)c4ccc5c(c4)OCO5)CCCCN3[C@H]2CO)cc1	-11[25 µM]
COc1ccc(OCC(O)CNS(=O)(=O)c2cccs2)cc1 (stereo not drawn)	7
CNC[C@H]1Oc2ccccc2C(=O)N(C)C[C@@H]1C	-24
O=C(Nc1ccc(NC(=O)c2cccs2)cc1)c1cccs1	-23
O=C(CCNC(=O)C1CCN(S(=O)(=O)c2ccccc2)CC1)NCc1ccncc1	10
c1ccc(Nc2ccccc2Nc2ccccn2)nc1	-1
CCOc1ccc(N2C(=O)CC(N(CCc3ccc(OC)cc3)C(=O)/C=C/C(=O)O)C2=O)cc1 (stereo not drawn)	9
Cc1cccc(NC(=O)CN2CCN(CC(=O)NCc3ccc(Cl)cc3Cl)CC2)c1C	-4
NC(=O)c1ccsc1NC(=O)COC(=O)Cc1ccsc1	8
Cc1noc(NS(=O)(=O)c2ccc(N/C=C\C(=O)c3cccs3)cc2)c1C	1
O=C(CCS(=O)(=O)c1ccc(F)cc1)Nc1nnc(-c2ccc(F)cc2)o1	-3
CC1CCN(C(=O)CC(NC(=O)c2ccccc2Cl)c2ccccc2)CC1 (stereo not drawn)	1
CC(=O)c1ccc(CCCCc2ccc(C(C)=O)cc2)cc1	-1
C/C=C/c1ccc([C@@H]2[C@H](CN(C)S(=O)(=O)c3ccccc3)N[C@@H]2CO)cc1	5
COc1cc(C(=O)NC2CC2)cc(OC)c1OC	7
CCOC(=O)c1cccc(C(=O)Nc2nc3ccc(OC)cc3s2)n1	-51
NC(=O)c1ccsc1NC(=O)COC(=O)c1cc(=O)[nH]c2ccccc12	4
Cc1ccc(O)c(N=Nc2ccccc2)n1	55*[25 µM]
Cc1ccc(S(=O)(=O)N(C)C[C@H]2Oc3c(NS(=O)(=O)c4ccccc4)cccc3C(=O)N([C@@H](C)CO)C[C@@H]2C)cc1	6
CC12CCC(C(=O)n3c1nc1ccccc13)C2(C)C (stereo not drawn)	3
O=C(CS(=O)(=O)c1ccc(F)cc1)Nc1nnc(-c2ccccc2Cl)o1	15
CC(C)NC(=O)N(C)C[C@@H]1Oc2ccc(N)cc2C(=O)N(C)C[C@@H]1C	-1
Cc1ccc(S(=O)(=O)N(C)C)cc1NC(=O)COC(=O)c1ccc2c(=O)n3c(nc2c1)CCC3	-10
CCCCCCCCN=C1NC(=O)CS1	-5
COc1ccccc1N1CCN(CC(=O)Nc2ccnn2C2CCCC2)CC1	13
O=C(CN1C(=O)c2ccccc2S1(=O)=O)NCCSc1ccccc1	-6
CC(=O)Nc1cc(NC(C)=O)ncn1	7
O=C(CCCN1C(=O)NC2(CCCC2)C1=O)Nc1ccc(F)cc1	4
COc1ccccc1CNC(=O)COC(=O)c1cc(S(=O)(=O)N2CCOCC2)ccc1Cl	-1
O=C(COC(=O)c1ccc(Br)o1)NC1CCCc2ccccc21 (stereo not drawn)	3
CCCNC(=O)Cn1c(=O)n(C)c2ccccc21	1
COC(=O)c1c(C)noc1-c1snnc1C	1
Cc1nc(SCC(=O)Nc2ccc(S(=O)(=O)N3CCOCC3)cc2)c2c(C)c(C)sc2n1	44
O=C(Nc1cccc2ccccc12)N1CCCN(c2c(Cl)cncc2Cl)CC1	4
COc1cccc(C2CCCN2Cc2nc(CCC(C)C)no2)c1 (stereo not drawn)	9
O=C(c1cccc(F)c1)N1C[C@H]2[C@@H](c3ccccc31)[C@@H](CO)N2C(=O)c1cccc(F)c1	-3
Cc1sc2nc(CN3CCOCC3)nc(Cl)c2c1C	-4
CC1(C)CC(=O)c2cc3c(nc2C1)CC(C)(C)CC3=O	20
O=S(=O)(c1ccc(F)cc1)N1CCN(c2ccc(-c3ccccc3)nn2)CC1	8
Cc1cc(C)n(-c2ccc([N+](=O)[O-])cc2-c2nn[nH]n2)n1	0
C[C@H](CO)N1C[C@H](C)[C@@H](CN(C)C(=O)Nc2ccc(C(F)(F)F)cc2)Oc2ccc(NC(=O)Cn3cnnn3)cc2CC1=O	3[25 µM]
O=C(NC1=NCCS1)c1cccc(S(=O)(=O)N2CCc3ccccc32)c1	15
COc1cccc(C#Cc2ccc([C@H]3[C@@H](C#N)N(C(=O)C4CCC4)[C@@H]3CO)cc2)c1	25
O=C(c1ccc(S(=O)(=O)N2CCOCC2)cc1)N(Cc1ccco1)Cc1cccs1	4
CN(Cc1ccc2c(c1)OCO2)C(=O)c1cc(-c2ccccc2)c(N2CCOCC2)s1	5
c1ccc(Cc2nn3c(-c4ccncc4)nnc3s2)cc1	-6
COc1ccc(Cc2nc(-c3cccnc3)no2)cc1OC	2
CC(=O)Nc1ccc(S(=O)(=O)N(C)CC(=O)OCC(=O)NNC(=O)c2ccccc2F)cc1	-2
COc1ccc(F)cc1S(=O)(=O)Nc1cc2c3c(c1)CCC(=O)N3CCC2	12
O=[N+]([O-])c1cccc(S(=O)(=O)N2CN(c3ccc(Br)cc3)c3nc4ccccc4nc32)c1	0
Cc1onc(-c2ccccc2)c1C(=O)N1CCOC12CCN(c1cccc(F)n1)CC2	7

Part of the list above in order of molar mass, low to high.
SMILES	BL2 CD40 inh
c1ccc(Cc2nn3c(-c4ccncc4)nnc3s2)cc1	-6
COc1ccc(F)cc1S(=O)(=O)Nc1cc2c3c(c1)CCC(=O)N3CCC2	12
O=S(=O)(c1ccc(F)cc1)N1CCN(c2ccc(-c3ccccc3)nn2)CC1	8
C[C@H](CO)N1C[C@H](C)[C@@H](CN(C)C(=O)Nc2ccc(C(F)(F)F)cc2)Oc2ccc(NC(=O)Cn3cnnn3)cc2CC1=O	3[25 µM]

The list continues:
SMILES	BL2 CD40 inh
FC(F)(F)c1ccncc1-c1nnnn1-c1ccc(Cl)cc1	7
CC(C)c1ccc(NC(=O)Nc2nc(C(N)COCc3ccccc3)cs2)cc1 (stereo not drawn)	57*
Cc1nc(SCC(=O)N2CCNC2=O)c2ccccc2n1	5
Cn1nc(C(=O)NCC2COc3ccccc3O2)c2ccccc2c1=O (stereo not drawn)	6
CNC(=O)CO/N=C/c1ccc(N(C)C)cc1	-3
O=C(N/N=C/c1ccc[nH]1)c1ccncc1	-13
O=C(N/N=C/c1cccs1)c1c[nH]c2ccccc12	-38
COc1ccc(-n2c(C)c3c(C)nnc(C)c3c2C)cc1OC	-5
C[C@H](CO)N1C[C@H](C)[C@H](CN(C)C(=O)Nc2cccc(C(F)(F)F)c2)OCc2ccccc2-c2ccccc2C1=O	35[25 µM]
COc1ccccc1N1CCN(C2CCCN(C(=O)CCc3ccccn3)C2)CC1 (stereo not drawn)	20
Cc1ccc(NC(=O)C2(C)CCN2Cc2cccc3c2OCO3)cc1O (stereo not drawn)	-19
O=C(O)Cc1ccc(NC(=O)Cc2ccc3ccccc3c2)cc1	-3
CS(=O)(=O)N1N=C(c2ccccc2)CC1c1ccc2nccnc2c1 (stereo not drawn)	-21
O=C(O)C1C2C=CC(C2)C1C(=O)NCCCc1ccccc1 (stereo not drawn)	-8
CN1CCCN(S(=O)(=O)c2ccccc2)c2nc3ccccc3nc21	5
CCOC(=O)C1(C)CCCCCN1C(=O)/C=C/c1ccccc1 (stereo not drawn)	15
COc1ccc(CN(C)CC(=O)Nc2ccccc2C(=O)NC2CC2)cc1	2
C[C@H]1CN([C@@H](C)CO)C(=O)CCCn2cc(nn2)CO[C@@H]1CN(C)C(=O)Nc1cccc(C(F)(F)F)c1	-3[25 µM]
COc1ccc(-c2oc3cc(OC)ccc3c2C(=O)c2ccc(C#N)cc2)cc1	-8[25 µM]
COc1ccc(C(=O)NCCC2=CCCCC2)cc1[N+](=O)[O-]	-11
COc1ccc(C(=O)NCCc2ccc(Cl)cc2)cc1S(=O)(=O)N1CCCCC1C (stereo not drawn)	-10
CC(C)N(C(=O)c1sc2cc([N+](=O)[O-])ccc2c1Cl)C(C)C	3
Cc1cc(CNC(=O)Nc2ccc3c(c2)OCO3)nn1C	-27
COc1ccc(NC(=O)N2CCCCN3[C@@H](CO)[C@H](c4ccc(C#Cc5ccccn5)cc4)[C@@H]3C2)cc1	-12[25 µM]
Cc1ccc(C(=O)COC(=O)c2cc(C)no2)c(C)c1	0
CC(C)N(C(=O)Cc1ccccc1[N+](=O)[O-])C(C)C	-6
CCOc1ccc(NC2=CC(=O)C(=O)c3ccccc32)cc1	-5
COCC(=O)Nc1ccc2c(c1)C(=O)N(C)[C@H]1CC[C@@H](CC(=O)NC3Cc4ccccc4C3)O[C@H]1CO2	8[25 µM]
COc1ccc(-c2nc(CN3CCN(Cc4ccccc4)CC3)c(C)o2)cc1	10
Cc1ccc(S(=O)(=O)N(C)C[C@H]2OCCCC[C@H](C)Oc3ccc(NC(=O)c4ccncc4)cc3C(=O)N([C@H](C)CO)C[C@@H]2C)cc1	7[25 µM]

Reprinted at random: 3 compounds from above, in no set order.
SMILES	BL2 CD40 inh
COc1ccc(C(=O)NCCc2ccc(Cl)cc2)cc1S(=O)(=O)N1CCCCC1C (stereo not drawn)	-10
COc1ccc(NC(=O)N2CCCCN3[C@@H](CO)[C@H](c4ccc(C#Cc5ccccn5)cc4)[C@@H]3C2)cc1	-12[25 µM]
O=C(N/N=C/c1ccc[nH]1)c1ccncc1	-13

(cont.)
SMILES	BL2 CD40 inh
CCOC(=O)C1CCCN(C(=O)CCCn2nnnc2CN2CCC(C)CC2)C1 (stereo not drawn)	-4
CN(CC(O)Cn1cnc2c1c(=O)n(C)c(=O)n2C)c1ccccc1 (stereo not drawn)	7
CCN(C(=O)c1cc(Cl)ccc1Cl)C1CCS(=O)(=O)C1 (stereo not drawn)	5
CCOC(=O)c1c(NC(C)=O)sc2c(OC)c(Br)ccc12	5
O=C(O)C1Oc2cc3ccccc3cc2O1	19
COCC(=O)N1CC2(C1)[C@@H](c1ccccc1)[C@@H](CO)N2C(=O)NC1CCCC1	-10[25 µM]
O=C(CCN=C1NS(=O)(=O)c2ccccc21)OCc1c(F)c(F)c(F)c(F)c1F	2
Cc1nn2c(-c3cccc(NC(=O)CN4CCOCC4)c3)nnc2c2ccccc12	3
N#CCSc1nnc(C2CCCCC2)n1-c1ccccc1	1
Cc1ccc(NC(=O)NC(=O)CN2C(=O)NC3(CCCCCCC3)C2=O)c(C)c1	17
COc1cc(C2N(C)CCC3(OCCO3)C2(C)C)cc(OC)c1OC (stereo not drawn)	-8
CCOc1ccccc1OCCCC(=O)N(C)CC(=O)Nc1cc(C)ccc1C	33
CC(C)C(OC(=O)c1nsc(Cl)c1Cl)C(=O)NC(C)(C)C (stereo not drawn)	11
c1ccc(-c2nnnc3ccccc23)cc1	5
CC(=O)NC(Cc1ccccc1C)C(=O)NC1CCN(C(=O)c2cccc(C)c2)CC1 (stereo not drawn)	18
O=C1c2cc3c(cc2CCC1c1ccc2c(c1)OCO2)OCO3 (stereo not drawn)	-86
COC(=O)c1nc2ccc(C)cn2c1F	-46
COc1cc2c(cc1OC)C(C(=O)N1CCOCC1)C(c1cccs1)N(C)C2=O (stereo not drawn)	2
COc1ccccc1NC(=O)COC(=O)C1CC1	8
O=C1OC(c2ccccc2)(c2ccc3cc(O)ccc3c2)c2ccccc21 (stereo not drawn)	29
CO[C@@H]1CN(C)C(=O)c2cc(NC(=O)NC3CCCCC3)ccc2OC[C@@H](C)N(CC2CC2)C[C@@H]1C	-3
C[C@@H]1CN([C@@H](C)CO)C(=O)Cc2cc(NS(=O)(=O)c3ccccc3)ccc2O[C@H]1CN(C)Cc1ccc(Cl)c(Cl)c1	68*
Cc1cccc(-c2ccc([C@H]3[C@@H](CO)N4C(=O)CN(C(=O)c5ccc6c(c5)OCO6)C[C@@H]34)cc2)c1	4[25 µM]
NC(=O)C1CCN(C(=O)c2ccccc2CCc2ccccc2)CC1	19
